S100A4 inh HTS – blocks human S100A4 binding to myosin IIA peptide; P26447; S100A4/TAMRA-MyoIIA peptide fluorescence polarization; inhibition, % at 10.7 µM; 360,000 compounds, 0.14% hits; AID 652163;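 active means mean inhibition of at least 70% across replicates, with every replicate also reaching that level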
Target sequence (P26447 whole entry, looked up): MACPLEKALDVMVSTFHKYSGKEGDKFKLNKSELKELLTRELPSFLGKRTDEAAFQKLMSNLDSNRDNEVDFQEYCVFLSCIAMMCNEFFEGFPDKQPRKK
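System – human S100A4 monomer protein, biochemical binding assay · Buffer or medium – Calcium-containing HEPES buffer, pH 7.2 · Timing – 5 min between mix addition and reading · Also added – TAMRA-labelled myosin IIA heavy-chain peptide probe, 5 nM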
PGC1a acetyl inh – lowers PGC1a acetylation signal in U2OS cells; AlphaScreen anti-acetyl-lysine; with virally co-expressed GCN5 acetyltransferase; 350,000 compounds, 0.17% hits; AID 651687; inhibition, % at 15.6 µM;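 active means every replicate shows inhibition of at least 40%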;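 further: 0% = neutral control wells and 100% = positive control wells; some results beyond the cut were filed as inactive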
Cneo AK release – Cryptococcus neoformans lysis via adenylate kinase release | 360,000 compounds, 0.2% hits | C. neoformans lysis, adenylate kinase release luminescence, 4 h; normalised: neutral wells 0, clomiphene wells 100 | lysis activity, % at 15 µM | AID 651654;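 active means mean lysis activity across replicates of at least 80%, whatever share of replicates individually reach that level; inactive means mean lysis activity below 80%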
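Test system: log-phase Cryptococcus neoformans yeast cells; Quantity: yeast cell density of 5 × 10^6 cells/mL; Buffer or medium: YPD; Doses: single compound concentration per well; Timing: 4 h at 37 °C static, read 1 h later; Measured by: AK luminescence; Read-out basis: lysis from increased AK signal; Control set: Clomiphene as positive control.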
LGR2 inh – inhibitors of bursicon-induced Drosophila LGR2 receptor cAMP signaling; HEK293 LGR2, CRE-luciferase, bursicon-stimulated, 4 h; inhibition, % at 9.99 µM; 380,000 compounds, 0.35% hits;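 active means drop in luminescence signal, shown as inhibition above about 50% in the replicate tests, limit read from the data, passing the limit was not always enough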;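 further: agonist challenge used bursicon conditioned medium at about half maximal strength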
XiGFP reactiv – X-chromosome reactivation activator. XiGFP mouse fibroblasts, % GFP-positive cells imaging, 3 d; cells co-treated with 5-aza-dC sensitizer; scaled so ellipticine positive control = 100%. activation, % at 7.58 µM. 360,000 compounds, 0.055% hits. AID 743238;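 active means mean normalized replicate activation at least 10% and every replicate at or above 10%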;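 further: 0% = median of on-plate neutral control wells and 100% = ellipticine 6 µM median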
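Assay system – SV40-immortalized XiGFP fibroblast cells, line 68-5-11 · Buffer or medium – DMEM supplemented with 5-aza-dC as sensitizing agent · Dosing – one concentration, pinned · Benchmarks – positive control ellipticine, 6 µM final · Times – 3 days compound exposure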
ERAP1 HTS inh – blocks human ERAP1 aminopeptidase activity. Q9NZ08. recombinant ERAP1, Leu-AMC fluorescence, 60 min. inhibition, % at 10.7 µM. 340,000 compounds, 0.15% hits;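 active means mean replicate inhibition of at least 30%, or all replicates individually reaching that 30% level; inactive means mean below 30% and not every replicate reaching it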;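 further: 0% = neutral control wells and 100% = L-leucinethiol positive control wells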
SIRT5 inh – sirtuin-5 (human) deacylase inhibition; Q9NXA8; Purified SirT5, succinyl-peptide AMC, trypsin-coupled fluorescence; inhibition, % at 15 µM; 330,000 compounds, 1.1% hits; AID 652115; in the data active means inhibition above about 15%
Target sequence (Q9NXA8 whole entry, looked up): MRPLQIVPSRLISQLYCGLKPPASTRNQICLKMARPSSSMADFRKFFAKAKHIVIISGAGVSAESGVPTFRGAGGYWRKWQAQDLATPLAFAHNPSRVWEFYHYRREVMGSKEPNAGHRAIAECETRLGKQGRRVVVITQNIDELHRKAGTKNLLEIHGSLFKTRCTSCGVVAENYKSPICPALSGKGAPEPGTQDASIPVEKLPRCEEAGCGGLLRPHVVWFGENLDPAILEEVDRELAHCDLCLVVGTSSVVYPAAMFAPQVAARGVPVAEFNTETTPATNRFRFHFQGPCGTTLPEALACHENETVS
Statin myotox sup – suppressors of simvastatin-induced myotoxicity in C2C12 myotubes. rescue of ATP level, % at 7.49 µM. 330,000 compounds, 0.78% hits. ATP luminescence, 48 h; scaled: DMSO 0, geranylgeraniol control 100;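 active means mean ATP rescue above about 67%, or every replicate alone reaching that limit, limit read from the data, passing the limit was not always enough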;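 further: myotubes were challenged with 10 µM simvastatin during compound exposure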
* marks the source's active call; other numbers are inactive results; . = no result given; & = joins results of further samples; ! = a repeat was not active. Only part of the results is shown. The share of hits here may be higher or lower than overall.

SMILES	S100A4 inh HTS	PGC1a acetyl inh	Cneo AK release	LGR2 inh	XiGFP reactiv	ERAP1 HTS inh	SIRT5 inh	Statin myotox sup
Cc1nn(C(C)C(=O)NC2CCCCC2)c(=O)c2nn(-c3ccccc3)c(C)c12 (stereo unspecified)	-2	-12	1	12	0.0	5	0	26
CCc1cc2c(=O)c(-c3nc4ccccc4n3C)coc2c(CN2CCN(C)CC2)c1O	-8	1	2&-1	.	.	.	.	-2
C[C@H]1CCCCO[C@@H](CN(C)Cc2ccc3c(c2)OCO3)[C@@H](C)CN([C@@H](C)CO)C(=O)c2cc(NC(=O)C3CCCCC3)ccc2O1	17	.	-1	20	0.3	-2	3	-16
COc1ccc(NC(=O)N(C)C[C@@H]2Oc3ccc(NC(=O)CCCN(C)C)cc3CC(=O)N([C@H](C)CO)C[C@H]2C)cc1	10	-6	1	12	-0.1	0	-5	17
CCC(=O)N(Cc1ccco1)Cc1cc2cc3c(cc2[nH]c1=O)OCO3	-5	-1	.	-4	0.1	0	-1	.
C[C@@H]1CN([C@@H](C)CO)S(=O)(=O)c2ccc(-c3cccc(F)c3)cc2O[C@H]1CN(C)C(=O)Nc1cc(F)ccc1F	3	-8	-4	10	0.1	1	5	-104
O=C(Nc1ccccc1)c1csc(-c2ccccc2)n1	-23	4	.	-76	0.1	1	-1	.
Cc1ccc(S(=O)(=O)N[C@@H]2CC[C@@H](CC(=O)N3CCN(c4ccccc4)CC3)O[C@H]2CO)cc1	-4	-5	0	2	-0.1	-2	2	2
CC(C)[C@H](NC(=O)c1ccco1)C(=O)N1CCC[C@H]1C(=O)NCc1ccccc1	-3	.	.	-4	0.4	3	3	.
Cc1ccc(C(=O)NCC(c2ccco2)N2CCOCC2)cc1 (stereo unspecified)	3	.	-1	0	0.0	-4	-1	24
COc1ccc(-n2c(=S)[nH]c3cc(C(=O)NCc4cccnc4)ccc3c2=O)c(OC)c1	-2	.	2	7	0.3	-2	-2	14
CCSc1nc2c([nH]c3ccccc32)c(=O)n1C	1	-20	-1	12	0.0	5	4	-17
CC(C)(C)NC(=O)C(c1cccs1)N(Cc1cccs1)C(=O)c1csnn1 (stereo unspecified)	-6	.	2	.	0.7	-1	6	-5
Cc1c(C(=O)N/N=C/c2cccnc2)sc(N)c1C#N	1	-11	0	-1	0.1	1	-4	35
C[C@@H]1CN([C@H](C)CO)C(=O)c2cccc(NC(=O)C3CCCCC3)c2O[C@@H]1CN(C)S(=O)(=O)c1ccc(F)cc1	0	2	2	5	-0.2	-1	0	-37
COc1ccc(C(=O)N(C)Cc2ccccc2F)cc1S(=O)(=O)N1CCCC1	5	.	-1	12	0.1	-3	-1	-1
C[C@H](CO)N1C[C@H](C)[C@@H](CN(C)C(=O)Nc2ccc(F)cc2)Oc2c(NC(=O)NC3CCCCC3)cccc2C1=O	2	-16	-1	-21	-1.2	1	-1	-15
CC1CCC2(CC1)NC(=O)N(CC(=O)NCCc1ccccc1)C2=O (stereo unspecified)	-8	-1	-1	1	0.3	4	3	-9
CCOC(=O)c1ccc(S(=O)(=O)NNC(=O)Cc2csc(C)n2)cc1	0	.	1	21	0.2	-1	-13	-1
COc1ccccc1C=Cc1ccnc2ccccc12	1	21	0	-10	-0.1	-6	-3	-8
CCC(=O)N1C[C@@H](C)[C@H](OC)CN(C)C(=O)c2cc(NC(=O)C3CCCCC3)ccc2OC[C@@H]1C	-8	14	-6	4	-0.6	-1	2	-1
O=C(COC(=O)COc1cccc(C(F)(F)F)c1)NC(=O)NC1CCCCC1	-2	.	3	15	0.1	-2	-1	5
COc1cc(C(=O)Nc2ccccc2SCc2cc(=O)n3nc(C)sc3n2)cc(OC)c1OC	-3	-8	3	2	-0.1	-2	-1	-7
COc1ccc(-c2nnc(SCC(=O)NNC(=O)c3ccc(C)cc3)o2)cc1	.	0	-4	-5	0.2	.	.	.
CSc1ccccc1C(=O)N1CCN(S(=O)(=O)c2sc(C(=O)O)c(C)c2C(=O)O)CC1	-5	5	-1	.	0.0	0	2	-9
(next part)
SMILES	S100A4 inh HTS	PGC1a acetyl inh	Cneo AK release	LGR2 inh	XiGFP reactiv	ERAP1 HTS inh	SIRT5 inh	Statin myotox sup
CCc1cc2c(=O)c(-c3nc4ccccc4n3C)c(C)oc2c(CN2CCCCC2)c1O	3	2	-1	3	-0.1	2	-2	.
COc1ccc(S(=O)(=O)Cc2ccc(C(=O)NCCc3ccc(S(N)(=O)=O)cc3)o2)cc1	-4	.	2	36	-0.1	0	.	4
Cc1oc2c(CN3CCCCC3C)c(O)ccc2c(=O)c1-c1ccc(Br)cc1 (stereo unspecified)	-2	8	-2	0	0.1	3	-10	-6
Cc1ccc(Oc2nc3ccccn3c(=O)c2/C=C(\C#N)C(=O)NC2CCS(=O)(=O)C2)c(C)c1 (stereo unspecified)	-15	4	-6	-2	0.2	-8	-7	9
C[C@H](CO)N1C[C@H](C)[C@H](CN(C)C(=O)Nc2ccc(F)cc2)Oc2c(NC(=O)C3CCCCC3)cccc2C1=O	10	0	5	-7	-0.2	-1	-2	-30
N#Cc1c(-c2ccco2)cc(-c2ccccc2)[nH]c1=O	-3	3	.	-10	-0.1	8	0	6
Brc1ccc2c(c1)[C@H]1OCC[C@H]1[C@@H](c1cccs1)N2	2	-18	.	-23	0.0	5	-5	.
O=C(OCc1ccccc1)N1Cc2ccnnc2CC1c1ccccc1Br (stereo unspecified)	-6	0	1	22	0.1	.	0	7
COCCCNC(=O)c1cccc2c(-c3ccnn3C)coc12	-3	-11	-3	-15	-0.2	4	-2	0
COc1ccc(S(=O)(=O)N2C[C@@H](O)COC[C@@H]3O[C@H](CC(=O)N[C@H]4CCN(Cc5ccccc5)C4)CC[C@H]32)cc1	-3	-9	0	15	0.0	-3	0	8
COc1cccc(NC(=O)C2CCCN(S(=O)(=O)c3cccc4nonc34)C2)c1 (stereo unspecified)	-1	-2	.	5	0.0	1	.	.
O=C(CC1CC2CCC1C2)N1CCN(S(=O)(=O)c2ccccc2C(F)(F)F)CC1 (stereo unspecified)	5	-7	-2	7	-0.1	1	-1	-4
C[C@@H](NC(=O)C[C@@H]1CC[C@H](NS(=O)(=O)c2cccc(F)c2)[C@@H](CO)O1)c1ccccc1	-5	-7	54	-4	-0.2	3	0	1
C[C@H](CO)N1C[C@H](C)[C@@H](CN(C)Cc2ccc3c(c2)OCO3)Oc2ccc(NC(=O)c3ccncc3)cc2CC1=O	3	-3	-2	9	1.1	-1	0	12
COC(=O)C[C@@H]1CC[C@@H]2[C@@H](COc3ccc(NC(=O)c4cscn4)cc3C(=O)N2C)O1	-7	3	48	11	0.1	0	-2	-19
O=C(Nc1ccc(OC(F)(F)F)cc1)C1=NCCN1	.	5	-2	-12	0.4	.	.	.
Cc1ccc(-n2c3nc(=O)n(C)c(=O)c-3cc3ccccc32)cc1	-6	-11	0	.	0.2	-11	-5	.
CCn1c(CNC(=O)c2ccco2)nnc1SCC(=O)Nc1ccccc1Cl	-1	6	4	-5	-0.1	-2	-1	-9
CCCSc1nnc(NC(=O)c2nc(SC)ncc2Cl)s1	.	-5	0	14	.	.	.	13
O=C(C1CC1)N1C[C@@H]2N[C@H](C1)C2c1ccc(-c2ccccc2F)cc1 (stereo partly specified)	-2&29	-17&7	.	88*!	0.2&0.1	-5&-5	-1&2	.
Cc1ccc(S(=O)(=O)NN/C(=N/S(=O)(=O)c2ccccc2)c2ccccc2)cc1	-5	2	-3	-7	0.0	1	-7	-1
N#C/C(=C\Nc1ccc2cn[nH]c2c1)c1nc(-c2ccc(Cl)cc2)cs1	4	.	.	-15	0.3	0	0	.
CC(C)(C)c1cc(C(=O)NC2CC2)n(Cc2ccc(F)cc2)n1	4	15	0	-3	0.4	-1	1	.
Cc1ccc(NC(=O)CSc2nnc(NC(=O)C(C)C)s2)c(C)c1	30	3	2	-7	0.3	2	-2	1
O=C(Cn1nnc(-c2ccccc2)n1)N/N=C/c1cc([N+](=O)[O-])c(Cl)cc1Cl	-6	.	.	-4	0.1	-2	1	.

Complete entries, looked up by structure. Order of screens: S100A4 inh HTS, PGC1a acetyl inh, Cneo AK release, LGR2 inh, XiGFP reactiv, ERAP1 HTS inh, SIRT5 inh, Statin myotox sup
O=C(Nc1ccccc1)c1csc(-c2ccccc2)n1 is entered as -23, 4, ., -76, 0.1, 1, -1, .
COc1cccc(NC(=O)C2CCCN(S(=O)(=O)c3cccc4nonc34)C2)c1 (stereo unspecified) is entered as -1, -2, ., 5, 0.0, 1, ., .
C[C@@H](NC(=O)C[C@@H]1CC[C@H](NS(=O)(=O)c2cccc(F)c2)[C@@H](CO)O1)c1ccccc1 is entered as -5, -7, 54, -4, -0.2, 3, 0, 1
C[C@H](CO)N1C[C@H](C)[C@H](CN(C)C(=O)Nc2ccc(F)cc2)Oc2c(NC(=O)C3CCCCC3)cccc2C1=O is entered as 10, 0, 5, -7, -0.2, -1, -2, -30
O=C(C1CC1)N1C[C@@H]2N[C@H](C1)C2c1ccc(-c2ccccc2F)cc1 (stereo partly specified) is entered as -2&29, -17&7, ., 88*!, 0.2&0.1, -5&-5, -1&2, .

(listing goes on)
SMILES	S100A4 inh HTS	PGC1a acetyl inh	Cneo AK release	LGR2 inh	XiGFP reactiv	ERAP1 HTS inh	SIRT5 inh	Statin myotox sup
NC(=O)Nc1n[nH]c(-c2ccccc2)n1	-1	.	-1	-9	0.0	-1	-4	-8
Cc1onc(-c2c(F)cccc2Cl)c1C(=O)NCCN1CCNC1=O	1	-6	1	3	0.1	2	-4	1
CCCn1nnnc1NCc1ccccc1C	2	4	0	-13	0.1	-1	-1	-5
CCCCCC(=O)N1C[C@H](n2cc(C3CC3)nn2)[C@@H](O)C[C@@H]1c1ccccc1	-4	3	7	.	0.1	-2	-2	3
CCC(=O)N1[C@H](CO)[C@H]2c3ccccc3N(S(=O)(=O)c3ccccc3)C[C@H]21	-1	3	-4	9	-0.1	0	-3	12
CC(C)NC(=O)N(C)C[C@@H]1Oc2ccc(NC(=O)Nc3cccc4ccccc34)cc2C(=O)N([C@H](C)CO)C[C@@H]1C	-2	-4	3	15	0.0	-2	2	-5
CCc1cc(=O)oc2cc(OCC(=O)N3CCC(C(N)=O)CC3)ccc12	1	-5	-3	-5	.	0	-5	9
C[C@@H]1CCCCO[C@@H](CN(C)Cc2ccc(C(=O)O)cc2)[C@@H](C)CN([C@@H](C)CO)C(=O)c2cc(NC(=O)Nc3ccc(C(F)(F)F)cc3)ccc2O1	25	17	0	-5	0.0	1	-1	.
C[C@@H]1CN([C@@H](C)CO)C(=O)c2cc(NS(=O)(=O)c3cccs3)ccc2O[C@@H]1CN(C)Cc1ccc(C(=O)O)cc1	9	5	-1	-12	-0.7	0	5	.
COc1ccc(N2C(=O)N3[C@@H]4c5ccccc5OC[C@@H]4[C@@H](c4ccccc4)[C@@]3(C)C2=O)cc1	6	-10	2	6	0.0	3	.	17
COc1ccc(S(=O)(=O)N(C)C[C@H]2Oc3ccc(NS(=O)(=O)c4ccc(Cl)cc4)cc3CC(=O)N([C@@H](C)CO)C[C@H]2C)cc1	.	-9	2	9	-0.5	.	.	11
CCN(C(=O)c1ccc(S(=O)(=O)N2CCCC2)cc1)C1CCS(=O)(=O)C1 (stereo unspecified)	4	.	-5	3	-0.1	-1	-1	6
CCC(C)C(NS(=O)(=O)c1ccc(C)cc1)C(=O)N1CCOCCOCCOCC1 (stereo unspecified)	-2	.	2	0	.	3	6	-13

Bioassay records (PubChem)
